esBAF inh = inhibitors of esBAF chromatin remodeling in mouse ES cells; Bmi1-luciferase knock-in reporter, 24 h; 100% = twice the neutral-well signal; reporter increase, % at 12.5 µM; 2% of 350,000 active; in the data active means activation above about 40%; inconclusive means no clear call, values can overlap the other calls;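 further: 0% = median of the plate's neutral control wells and 100% = double that signal; a rise in the Bmi1 reporter signal indicates esBAF inhibition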
miR-122 sensor = blocks miR-122 activity in Huh7 sensor cells | 0.3% of 340,000 active | Huh7 miR-122 Renilla luciferase sensor, 48 h; neutral wells = 0, positive control = 100 | activation (reporter increase), % at 12.5 µM;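 active means mean replicate activation score at least 90 and every replicate individually at or above 90; inconclusive means only one of the two criteria met; inactive means neither criterion met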;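 further: higher luciferase means less miR-122 activity so hits act as miR-122 inhibitors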
ARNT TACC3 PPI = disruptors of human ARNT/TACC3 interaction | Q9Y6A5 | 0.66% of 390,000 active | AlphaScreen His-ARNT PAS-B/GST-TACC3 binding, luminescence; TACC3 fragment carries E629A point mutation | AID 623870 | inhibition, % at 9.99 µM;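 active means mean inhibition of replicates at least 50% and at least half of replicates each reaching 50%; inconclusive means half or more replicates reach 50% but mean below 50%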;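 further: 0% = complete ARNT plus TACC3 wells and 100% = ARNT alone without TACC3; many hits fall short of the cut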
SIRT5 block = blocks human SIRT5 desuccinylation of peptide; Q9NXA8; Purified SirT5, succinyl-peptide AMC, trypsin-coupled fluorescence; inhibition, % at 15 µM; 1.1% of 330,000 active; AID 652115; in the data active means inhibition above about 15%; inconclusive means no clear call, values can overlap the other calls
Target sequence (Q9NXA8 whole entry, looked up): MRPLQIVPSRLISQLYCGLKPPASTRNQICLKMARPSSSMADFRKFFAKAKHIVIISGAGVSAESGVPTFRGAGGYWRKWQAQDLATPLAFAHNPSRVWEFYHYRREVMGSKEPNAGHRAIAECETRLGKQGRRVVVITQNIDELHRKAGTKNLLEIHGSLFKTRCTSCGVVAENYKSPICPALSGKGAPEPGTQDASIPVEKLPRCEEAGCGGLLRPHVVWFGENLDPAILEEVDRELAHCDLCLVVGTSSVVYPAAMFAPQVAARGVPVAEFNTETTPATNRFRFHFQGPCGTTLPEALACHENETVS
C2C12 statin = suppressors of simvastatin-induced myotoxicity in C2C12 myotubes; ATP luminescence, 48 h; scaled: DMSO 0, geranylgeraniol control 100; rescue of ATP level, % at 7.49 µM; 0.78% of 330,000 active; AID 602340;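 active means mean ATP rescue above about 67%, or every replicate alone reaching that limit, limit read from the data, passing the limit was not always enough; inconclusive means no clear call, values can overlap the other calls; inactive means mean under the limit and some replicate under it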;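 further: myotubes were challenged with 10 µM simvastatin during compound exposure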
ERp5 inh = blocks human ERp5 reductase activity on insulin | Q15084 | ERp5 insulin aggregation, absorbance 650 nm, 90 min | inhibition, % at 9.99 µM | 0.05% of 350,000 active | AID 651711;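 active means mean replicate inhibition above about 25%, with every replicate also reaching it, limit read from the data, passing the limit was not always enough; inconclusive means only one of those two criteria met; inactive means neither criterion met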
Target sequence (Q15084 whole entry, looked up): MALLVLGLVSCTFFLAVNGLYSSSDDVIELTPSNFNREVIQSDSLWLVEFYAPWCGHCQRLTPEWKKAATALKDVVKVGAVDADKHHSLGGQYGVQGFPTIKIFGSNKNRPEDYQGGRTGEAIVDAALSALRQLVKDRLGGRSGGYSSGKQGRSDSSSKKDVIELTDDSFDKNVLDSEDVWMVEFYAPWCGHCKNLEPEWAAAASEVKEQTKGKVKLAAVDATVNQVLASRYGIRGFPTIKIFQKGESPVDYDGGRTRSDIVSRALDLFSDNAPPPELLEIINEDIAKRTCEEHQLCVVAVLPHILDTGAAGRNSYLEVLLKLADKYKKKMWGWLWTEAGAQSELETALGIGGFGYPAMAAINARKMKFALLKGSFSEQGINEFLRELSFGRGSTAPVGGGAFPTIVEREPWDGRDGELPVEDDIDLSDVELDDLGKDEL
Cneo AK release = Cryptococcus neoformans lysis via adenylate kinase release; C. neoformans lysis, adenylate kinase release luminescence, 4 h; normalised: neutral wells 0, clomiphene wells 100; lysis activity, % at 15 µM; 0.2% of 360,000 active; AID 651654;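 active means mean lysis activity across replicates of at least 80%, whatever share of replicates individually reach that level; inactive means mean lysis activity below 80%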
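Assay system: C. neoformans cells. Amount: yeast cell density of 5 × 10^6 cells/mL. Technique: AK luminescence. Buffer or medium: YPD. Times: static 4 h at 37 °C with compound, 1 h detection. Dosing: single-point compound dose. Read-out: lysis from increased AK signal.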
* = called active by the depositor; ? = inconclusive; / = no result given; [ ] = remark or other dose.

SMILES	esBAF inh	miR-122 sensor	ARNT TACC3 PPI	SIRT5 block	C2C12 statin	ERp5 inh	Cneo AK release
CCCCc1nc2sc3c(c2c(=O)n1NC(=O)c1ccco1)CC(C)(C)OC3	/	/	-37.5	-1.7	/	-0.9	/
C[C@@H]1CN([C@H](C)CO)C(=O)c2cc(NS(=O)(=O)c3ccc(F)cc3)ccc2O[C@@H]1CN(C)C(=O)Nc1ccc(F)cc1	-9.9	3.6[16.7 µM]	-0.2	-1.7	-18.5	-4.8	1.4
CC(=O)c1cccc(NC(=O)COC(=O)c2ccccn2)c1	0.9	/	7.9	1.2	-1.1	1.5	3.7
Cc1ccc(NC(=O)C2(C)CCN2C(=O)CCC2CCCC2)cc1C (stereo not drawn)	2.3	-2.7	/	-1.4	6.4	2.0	0.8
O=C(NNC(=S)NCc1ccco1)c1ccc(Cl)s1	0.4	0.3	1.7	/	-8.4	/	/
O=C(NC(=S)NC1CCCCC1)c1ccccc1[N+](=O)[O-]	/	8.1	5.0	0.5	/	-4.6	71.9
O=C(/C=C/[C@H]1O[C@@H](n2cnc3c(NC(=O)c4ccccc4)ncnc32)[C@H](O)[C@@H]1O)NCc1cccs1	-5.8	1.4	/	-1.6	-2.3	-3.3	1.2
COc1ccc(CNc2ccc(C(=O)O)cc2)cc1	12.7	18.3	-8.9	/	-13.9	/	-0.2
CC(C)CC(=O)NNC(=O)C(C)C	/	3.9	-3.3	-0.6	/	2.7	0.4
COc1ccc(/C(O)=C2/C(=O)C(=O)N(Cc3cccnc3)C2c2ccncc2)cc1F (stereo not drawn)	-1.4	0.8	2.3	/	19.2	/	2.0

Copied from the list.
Cc1ccc(NC(=O)C2(C)CCN2C(=O)CCC2CCCC2)cc1C (stereo not drawn) – miR-122 sensor: -2.7
CC(=O)c1cccc(NC(=O)COC(=O)c2ccccn2)c1 – ERp5 inh: 1.5

New compounds follow
SMILES	esBAF inh	miR-122 sensor	ARNT TACC3 PPI	SIRT5 block	C2C12 statin	ERp5 inh	Cneo AK release
O=C1N[C@@H](Cc2cnc[nH]2)C(=O)N2CCC[C@@H]12	-4.4	14.3	10.5	-1.1	-0.6	2.1	0.4
Cc1c(C)c(C)c(C(=O)c2ccc(NC(=O)c3ccccc3C(=O)O)cc2)c(C)c1C	-6.3	7.1	-8.8	-1.1	17.1	-1.5	-3.6
O=C1CSc2ccc(S(=O)(=O)CCC(=O)NC3CCCCC3)cc2N1	-0.3	/	3.9	-2.9	-4.3	1.7	-14.1
C[C@@H]1CN([C@@H](C)CO)C(=O)c2cc(NC(=O)Nc3cccc4ccccc34)ccc2O[C@@H]1CN(C)Cc1ccc(C(F)(F)F)cc1	3.6	-1.9[16.7 µM]	20.5	3.4	/	-3.1	3.3
CN(C)C=NC(=O)c1cc(C(=O)c2ccc(Cl)cc2Cl)c[nH]1	/	-2.7	-1.2	-2.7	/	-2.7	/
Clc1ccc(-c2csc(N3CCCCCC3)n2)cc1	1.7	3.2	0.0	-1.2	-26.7	2.0	-11.2
Cc1ccc(NC(=O)c2cccc(C(=O)Nc3ccc(C)c(C)c3)n2)cc1C	10.5	/	-3.5	-2.3	6.5	-3.1	1.0
CCCC(=O)N1CC2(C)CN(C(=O)CCC)CC(CCC)(C1)C2=O	10.9	-4.9	-0.1	/	-4.9	/	0.0
Cc1cc(=O)oc2cc(OCC(=O)Nc3ccccc3C(N)=O)c(Cl)cc12	3.2	-3.8	-0.2	-1.4	-3.7	1.0	0.2
COc1ccc2nc(SC(C)C(=O)NC3(C#N)CCCCC3)[nH]c2c1 (stereo not drawn)	19.5	-11.4	-7.4	1.6	7.1	1.5	0.0
O=C1CSC(=Nc2ccc(Cl)cc2)N1	1.3	1.8	-10.3	-12.1	-5.0	0.7	1.3
CO[C@H]1CN(C)C(=O)c2ccc(NC(=O)NC(C)C)cc2OC[C@H](C)N(CCC(F)(F)F)C[C@H]1C	6.1	-18.0[16.7 µM]	15.0	5.3	2.0	-2.8	0.7
O=S(=O)(Nc1ccc(O)c(CN2CCCCC2)c1)c1ccccc1	6.3	-2.3	0.7	/	-18.0	/	-0.4
N#Cc1c(N)n(C2CCCCC2)c2nc3ccccc3nc12	-4.2	4.7	-1.6	/	-1.3	/	-1.8
S=C(NCc1ccccc1)NCc1ccc(CNC(=S)NCc2ccccc2)cc1	/	25.3	-7.1	/	/	/	-1.8
CN(C)S(=O)(=O)c1ccc(C(=O)Nc2nnc(SCc3cccc(F)c3)s2)cc1	/	-3.5	-4.7	/	/	/	-0.7
NS(=O)(=O)c1ccc(CCNC(=O)CNCCc2ccccc2)cc1	0.6	/	-1.9	-3.8	?	1.7	-0.6
Cc1ccc(S(=O)(=O)Cn2nnnc2C(CC(C)C)N2CCN(C)CC2)cc1 (stereo not drawn)	/	/	-2.4	-7.4	/	-4.2	/
O=C(NCc1ccc(F)cc1)[C@H]1[C@H](CO)[C@H]2Cn3c(cccc3=O)[C@H]2N1Cc1ccccn1	-5.3	2.0[16.7 µM]	5.7	3.0	-7.8	1.2	-0.1
Cc1c(C(=O)NCc2ccccc2CN2CCCC2)oc2ccc(F)cc12	-5.1	/	2.8	-2.5	-37.9	-0.7	-0.1
CC(=NC1CC1)C1=C(O)c2ccccc2C1=O	23.9	-8.6	-16.6	/	8.1	/	0.7
CCOC(=O)C1CCCN(c2c(NCc3ccco3)c(=O)c2=O)C1 (stereo not drawn)	-3.2	-3.7	-2.5	4.2	-19.9	6.3	-2.6
CCOc1ccccc1NC(=O)c1cc(CC(C)C)oc1C	5.9	/	-7.3	/	-11.0	/	22.6
CCC(=O)N1C[C@H](C)[C@@H](OC)CN(C)C(=O)c2ccc(NC(=O)c3cc(C)on3)cc2OC[C@H]1C	4.5	1.7[16.7 µM]	8.7	/	2.5	/	48.8
C[C@H](CO)N1C[C@H](C)[C@H](CN(C)C(=O)Nc2ccc(F)cc2)Oc2ccc(NC(=O)Nc3ccc(C(F)(F)F)cc3)cc2C1=O	-2.5	-3.4[16.7 µM]	-0.9	4.1	30.0	3.2	1.1
O=C(Nc1ccc(F)cc1)N1CCCCN2[C@H](C1)[C@@H](c1ccc(C#Cc3ccccc3)cc1)[C@@H]2CO	/	-1.6[16.7 µM]	-7.3	-2.6	/	1.8	-0.5
C=CCn1c(SCC(=O)Nc2ccccc2-c2ccccc2)nc2cc(C(=O)O)ccc2c1=O	/	/	-1.8	-3.4	/	0.6	/
COc1cc2c(cc1NC(=O)CN(C)Cc1ccc(OC)c(OC)c1)oc1ccccc12	/	/	-10.5	-3.7	/	-1.4	3.0
COc1cccc(S(=O)(=O)N[C@@H]2CC[C@@H](CCN)O[C@H]2CO)c1	-1.5	/	0.3	-13.2	-0.8	8.0	-13.2
CCOC(=O)N1CCN(S(=O)(=O)c2cccc3nsnc23)CC1	4.3	-0.9	-2.0	/	-14.1	/	-2.5
CCN1CCN(C(c2cccs2)C(C)NC(=S)NC2CCCCC2)CC1 (stereo not drawn)	/	/	2.6	-0.5	/	-0.4	/
CO[C@@H]1CN(C)C(=O)c2ccc(NC(=O)C3CCCC3)cc2OC[C@@H](C)N(C(=O)CC2CC2)C[C@H]1C	2.1	/	-1.5	-2.2	10.6	1.1	-0.4
O=C(CSc1ccc(-c2ccc(-n3cccn3)cc2)nn1)Nc1ccc([N+](=O)[O-])cc1	6.4	/	-19.4	-2.9	11.2	3.3	0.7
Cc1ccc(C(=O)CCNc2ccc(Br)cc2)o1	26.7	-5.0	-11.2	/	/	/	9.8
CN=C1N(C)C[C@@H]2[C@@H]3C(=O)N(Cc4ccccc4)C(=O)[C@@H]3[C@](Cc3ccccc3)(C(=O)OC)N12	-0.9	-1.5	-7.7	2.6	-7.9	2.9	1.5
COc1cc(OC)c(C(=O)NC2CC(C)(C)NC(C)(C)C2)cc1OC	-5.2	-6.2	11.4	-5.0	4.8	-4.0	1.0
CCCc1nc(SCC(=O)c2ccc(F)cc2)c2ccccc2n1	-14.7	-3.3	3.5	0.0	0.1	0.6	/
Cc1ccc2[nH]c(O)c(N=NC(=O)C(C)n3cnc4ccccc4c3=O)c2c1 (stereo not drawn)	2.4	5.6	1.2	2.3	-2.2	-4.8	/
CCN(C(=O)COC(=O)/C=C/c1c(C)nn(-c2ccccc2)c1C)c1c(N)n(Cc2ccccc2)c(=O)[nH]c1=O	3.1	/	/	-4.0	1.1	1.7	0.5
O=C(CCN1C(=O)C2C3C=CC(C4CC34)C2C1=O)Oc1ccccc1 (stereo not drawn)	-2.3	-18.4	1.9	-6.9	-1.7	-1.3	/

Record cards, as listed above. Screens in order: esBAF inh, miR-122 sensor, ARNT TACC3 PPI, SIRT5 block, C2C12 statin, ERp5 inh, Cneo AK release
Results for `CC(=NC1CC1)C1=C(O)c2ccccc2C1=O` = 23.9, -8.6, -16.6, /, 8.1, /, 0.7
Results for `O=C1N[C@@H](Cc2cnc[nH]2)C(=O)N2CCC[C@@H]12` = -4.4, 14.3, 10.5, -1.1, -0.6, 2.1, 0.4

Next section:
SMILES	esBAF inh	miR-122 sensor	ARNT TACC3 PPI	SIRT5 block	C2C12 statin	ERp5 inh	Cneo AK release
N#Cc1ccc(OCC(=O)Nc2cccc(S(=O)(=O)NC3=NCCCCC3)c2)cc1	/	/	-1.7	7.0	/	9.4	/
O=C(C[C@@H]1CC[C@@H]2[C@H](COC[C@@H](O)CN2Cc2cccc(C(F)(F)F)c2)O1)NCc1ccc(Cl)cc1	8.2	1.0[16.7 µM]	-3.8	3.3	-5.3	1.9	60.4
C[C@@H]1CN([C@@H](C)CO)S(=O)(=O)c2ccc(C#Cc3ccncc3)cc2O[C@@H]1CN(C)S(=O)(=O)c1ccccc1	-3.0	19.9[16.7 µM]	9.3	5.4	11.4	-3.3	-0.7
O=S(=O)(c1ccccc1)c1nc(-c2ccco2)oc1NCc1ccco1	-7.4	7.0	-0.8	/	47.4	/	12.4
COc1cccc(NC(=O)c2cnc(NS(=O)(=O)c3ccccc3)nc2)c1	-13.4	4.7	/	/	3.1	-0.1	8.6
Cc1nc(C(=O)N2CCCC(C(=O)c3ccc(Cl)cc3)C2)cs1 (stereo not drawn)	-7.4	-3.0	1.6	-5.6	0.8	3.2	/
Cn1c(N2CCN(C(c3ccccc3)c3ccccc3)CC2)nc2c1c(=O)[nH]c(=O)n2C	11.1	6.1	-2.1	-7.2	54.5	4.6	-0.8
C[C@@H]1CN([C@@H](C)CO)C(=O)c2cc(-c3ccncc3)cnc2O[C@H]1CN(C)C(=O)c1ccc(F)cc1	-0.5	-5.6[16.7 µM]	-2.4	-0.6	4.3	3.3	-3.2
CO[C@H]1CN(C)C(=O)c2cc(NC(=O)C3CCC3)ccc2OC[C@@H](C)N(Cc2cccnc2)C[C@H]1C	2.3	/	-13.3	0.5	12.3	1.6	-6.6
CCS(=O)(=O)NCC[C@H]1CC[C@H](NS(=O)(=O)c2cccc(Cl)c2)[C@@H](CO)O1	-4.8	-15.3[16.7 µM]	0.9	-10.0	9.8	2.5	21.0
CCCCCCOc1ccc(/C=C/C(=O)N2CCOCC2)cc1OC	-3.9	8.6	-1.4	-0.1	0.4	2.6	-0.7
O=C(C[C@H]1C[C@H](C(=O)N2CCCCC2)[C@@]2(CCc3ccccc3)c3[nH]c4cc(-c5ccco5)ccc4c3CCN2C1=O)NCc1ccco1	3.1	11.7	-3.8	-4.2	7.3	4.8	0.1
Cc1nc(-c2cn[nH]c2)c2cc(C)oc2n1	-0.1	3.7	14.2	/	10.9	/	-2.0
CCOC(=S)SCC(=O)N1CCc2ccccc2C1C1C(=O)CC(C)(C)CC1=O (stereo not drawn)	/	/	13.0	-4.3	/	3.5	-0.3
O=C(Nc1ccc(F)cc1)c1ccccc1	80.8*	-3.4	0.7	-3.3	-5.8	-6.0	-0.9

Gathered by group: the entries above containing a nitro group on carbon
SMILES	esBAF inh	miR-122 sensor	ARNT TACC3 PPI	SIRT5 block	C2C12 statin	ERp5 inh	Cneo AK release
O=C(NC(=S)NC1CCCCC1)c1ccccc1[N+](=O)[O-]	/	8.1	5.0	0.5	/	-4.6	71.9
O=C(CSc1ccc(-c2ccc(-n3cccn3)cc2)nn1)Nc1ccc([N+](=O)[O-])cc1	6.4	/	-19.4	-2.9	11.2	3.3	0.7
